# IL1B cytotox: HUVEC cytotoxicity counter-screen, IL-1B stimulated; HUVEC cell count loss, Hoechst imaging; cell count reduction, % at 2 µM; hit rate 0.41% among 94,000; AID 845;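 active = cell count reduction more than 3 SD above the screen-wide mean, cut at about 70% in these data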;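 also: normalized per plate to untreated control cells as the no-loss baseline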
# TNFa cytotox: HUVEC cytotoxicity counter-screen, TNF alpha stimulated; HUVEC TNFalpha-stimulated, Hoechst cell count, imaging; cell count reduction, % at 2 µM; hit rate 0.17% among 93,000; AID 848;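 active = cell count reduction exceeding the screen mean by over 5 SD, scaled to untreated wells per plate, cut at about 78% in these data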;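 also: cells counted after 24 h of TNF alpha exposure following the 1 h pretreatment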
# Smad3 FoxH1 inh: blocks human Smad3 binding to FoxH1 peptide. TR-FRET Smad3/Dy647-FoxH1 peptide binding, europium anti-His. inhibition, % at 25 µM. hit rate 0.29% among 88,000;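 active = compounds that reduce the energy-transfer binding signal between the protein and its labelled peptide by more than half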;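 also: 0% = Smad3 plus labelled peptide maximal FRET and 100% = peptide-only background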
# Target sequence (P84022 whole entry, looked up): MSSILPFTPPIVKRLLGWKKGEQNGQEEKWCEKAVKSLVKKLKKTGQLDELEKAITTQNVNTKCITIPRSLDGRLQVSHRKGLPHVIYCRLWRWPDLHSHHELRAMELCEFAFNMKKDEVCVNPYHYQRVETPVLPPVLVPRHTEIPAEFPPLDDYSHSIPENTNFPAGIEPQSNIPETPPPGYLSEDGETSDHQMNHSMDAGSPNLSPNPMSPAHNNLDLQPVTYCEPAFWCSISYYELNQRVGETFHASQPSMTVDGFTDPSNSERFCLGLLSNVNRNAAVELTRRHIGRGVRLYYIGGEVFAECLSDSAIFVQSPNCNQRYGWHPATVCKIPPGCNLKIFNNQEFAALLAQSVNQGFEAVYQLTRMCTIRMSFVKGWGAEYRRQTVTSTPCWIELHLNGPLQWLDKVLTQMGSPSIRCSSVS
# sEH act: increases human soluble epoxide hydrolase activity | P34913 | activation, % at 2 µM | hit rate 0.04% among 91,000 | AID 717 | purified human sEH enzymatic activity, activator screen; in the data active = activation above about 37%; also: values of inactives mirror those of a sister screen read the other way
# ERb coact inh: blocks coactivator binding to human estrogen receptor beta. TR-FRET ER-beta LBD / SRC1-Cy5 peptide binding; receptor agonist-loaded with 1 µM estradiol. AID 633. hit rate 1.3% among 86,000. Q92731. inhibition, % at 25.6 µM;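 active = compounds whose percent inhibition of the receptor-coactivator binding signal exceeds about 50% in the single-dose screen, limit read from the data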;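 also: 0% = receptor plus peptide wells without compound and 100% = peptide-only wells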
# Target sequence (Q92731 whole entry, looked up, the tested form may be a part): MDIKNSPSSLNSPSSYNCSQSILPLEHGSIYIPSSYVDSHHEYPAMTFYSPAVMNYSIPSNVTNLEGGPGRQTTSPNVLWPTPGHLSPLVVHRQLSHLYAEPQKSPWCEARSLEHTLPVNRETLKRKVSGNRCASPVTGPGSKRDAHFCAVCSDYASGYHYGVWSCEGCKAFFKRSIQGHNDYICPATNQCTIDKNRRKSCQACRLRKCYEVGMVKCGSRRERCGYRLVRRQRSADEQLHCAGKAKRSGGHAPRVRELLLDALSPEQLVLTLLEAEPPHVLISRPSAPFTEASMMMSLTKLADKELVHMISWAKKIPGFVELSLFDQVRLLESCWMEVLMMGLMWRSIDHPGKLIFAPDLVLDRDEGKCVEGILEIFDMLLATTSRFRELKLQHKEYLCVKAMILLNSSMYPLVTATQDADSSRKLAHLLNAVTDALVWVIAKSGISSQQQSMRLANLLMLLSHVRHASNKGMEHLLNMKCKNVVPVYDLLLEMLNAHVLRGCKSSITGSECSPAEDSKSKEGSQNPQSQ
# Calb biofilm kill: kills Candida albicans biofilms; C. albicans biofilm + clotrimazole, Alamar Blue; inhibition, % at 6 µM; hit rate 0.14% among 85,000; AID 834;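 active = inhibition above 20%; inactive = inhibition below 20%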;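 also: preformed 24 hr biofilms exposed to compound for 48 hr; 0% = biofilm without compound and 100% = blank killed by clotrimazole plus chlorhexidine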
# sEH inh: blocks human soluble epoxide hydrolase activity | AID 707 | inhibition, % at 2 µM | P34913 | hit rate 0.34% among 91,000 | recombinant human sEH enzymatic activity assay; in the data active = inhibition above about 80%; also: values of inactives mirror those of a sister screen read the other way; many of its hits are not listed in these tables
# VCAM1 TNFa inh: reduces TNF alpha induced VCAM1 expression in HUVEC | inhibition, % at 2 µM | hit rate 0.48% among 95,000 | HUVEC TNFa-induced VCAM-1 immunofluorescence, high-content imaging;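 active = inhibition above the batch mean plus 3 SD, with images confirmed as a hit by eye, cut at about 37% in these data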;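 also: 0% = TNF-stimulated DMSO wells and 100% = unstimulated control wells; not every result past the cut was called active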
# F-actin modifier: modifiers of cytoskeleton assembly; inhibition, % at 2 µM; hit rate 0.18% among 91,000; HUVEC TNFa F-actin phalloidin imaging, high content;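 active = inhibition above the batch mean plus 3 SD and confirmed as a hit by visual image inspection, cut at about 30% in these data, passing the limit was not always enough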; also: strong numbers were not always called active
# An asterisk follows results filed as active; . = not tested or not shown; [ ] = dose if it differs, or a comment.
# The line under a structure holds: IL1B cytotox	TNFa cytotox	Smad3 FoxH1 inh	sEH act	ERb coact inh	Calb biofilm kill	sEH inh	VCAM1 TNFa inh	F-actin modifier
O=C(NC(O)C(=O)c1cccs1)c1cccnc1 (stereo unspecified)
→ 4	-33	35[fluorescence artefact?]	-6	-15	8	9	14	12
CC(NC(=O)Nc1ccc2c(c1)OCO2)C1CCCO1 (stereo unspecified)
→ -27	.	19[fluorescence artefact?]	-5	-17	1	8	-4	-2
O=C(CSc1nnc(Nc2ccccc2)s1)Nc1ccc(S(=O)(=O)N2CCOCC2)cc1
→ -2	-26	12	-13	-4	6	14	13	1
COC(=O)c1ccccc1N=C(SC)N(C)C
→ -25	-11	0	-2	-3	-4	0	10	14
CCOC(=O)C(C)Sc1nc(N)c(NC(=O)c2ccc(OC)c(OC)c2)c(=O)[nH]1 (stereo unspecified)
→ -15	11	2	-4	-3	14	4	-10	5
CO/N=C/C(=N\Nc1ccc(OC)cc1)C(=O)c1ccc(OC)cc1
→ 34	-14	-9	0	7	1	1	14	10
CNC(=O)CSc1nc(-c2ccccc2)c(-c2ccccc2)[nH]1
→ -6	-22	8	.	-5[fluorescence artefact?]	8	.	15	12
CCOC(=O)C1CCCN(C2CC(=O)N(c3cccc(C)c3)C2=O)C1 (stereo unspecified)
→ 3	1	-7	.	-6	4	.	0	-22
Cc1ccccc1OCCC(=O)Nc1c(C)n(C)n(-c2ccccc2)c1=O
→ -24	.	-2	-7	35	8	8	.	.
Cc1ccc2nc(NCCCO)[nH]c2c1
→ 5	-19	2	3	1	8	3	-6	1
COc1ccc(-c2nnc(SCC(=O)NCc3ccco3)o2)cc1
→ -44	-8	9	-9	20	8	9	6	38
CCOc1cc(S(=O)(=O)NCCc2ccccc2C)c(OCC)cc1-n1cnnn1
→ -8	-34	1	12	-3[fluorescence artefact?]	8	-12	-15	-5
Cc1nnc(C)n1/N=C/c1ccc(O)cc1
→ .	-4	-11[fluorescence artefact?]	2	8[fluorescence artefact?]	3	-1	-22	25
CC(=O)c1nnn(-c2nc(N3CCCC3)nc(N(c3ccccc3)c3ccccc3)n2)c1C
→ -16	-12	18[fluorescence artefact?]	1	-1	1	-2	-10	8
COc1ccc(CCn2c(SCC(=O)Nc3cc(C)on3)nc3ccsc3c2=O)cc1OC
→ -14	-14	-312[fluorescence artefact?]	.	1	10	.	4	-2
CC1CCN(c2cc(N3CCC(C)CC3)c([N+](=O)[O-])cc2/C=C(\C#N)c2nn(-c3ccccc3)c(N)c2C#N)CC1
→ -24	-6	.	2	.	.	0	3	5
Cc1ccc(C(C2=C(O)CC(C)(C)CC2=O)C2C(=O)CC(C)(C)CC2=O)s1 (stereo unspecified)
→ -12	14	.	13	.	.	-12	3	-36
Cc1ccccc1NC(=S)NCc1cccs1
→ 4	-5	-3	-11	-17	5	13	19	-1
COc1ccc(OC)c(CN2CCCC(C(=O)N3CCCCC3)C2)c1 (stereo unspecified)
→ -16	6	9	0	-2	2	0	-5	-18
COc1ccccc1CNC(=O)CCN1C(=O)COc2ccccc21
→ -11	-39	-5	-10	5	2	9	4	16
OCCNCCCOc1ccc(Cl)cc1Br
→ -19	6	.	32	.	.	-31	-13	-11
COc1ccccc1NS(=O)(=O)N(C)C
→ .	-31	8	-11	1	0	11	10	7
O=C(NCc1ccc2c(c1)OCO2)c1ccc(-c2ccc(Cl)cc2)o1
→ -22	-25	-3	-2	-33	4	5	-2	12
CC(C)CCNC(=O)NC(=O)COc1c(F)c(F)cc(F)c1F
→ -17	0	-2	0	-10	6	0	4	14
Oc1ccc(C2Nc3cccc4cccc(c34)N2)c(O)c1
→ -17	3	10	14	36	7	-10	6	8
COc1ccc(Cc2nn3c(-c4cc(OC)c(OC)c(OC)c4)nnc3s2)cc1
→ 12	4	5[fluorescence artefact?]	-21	14	6	23	19	10
COc1ccc2cc3cc(C(=O)NCc4ccco4)oc3nc2c1
→ -10	-17	15	4	27	2	-9	11	.
CC(=O)Nc1ccc(S(=O)(=O)Oc2ccc(/C=N/NC(=O)c3ccc(Cl)cc3)cc2)cc1
→ -28	4	.	-34	.	.	36	13	-15
Cc1nnc(SCC(=O)NCc2ccco2)n1Cc1ccccc1
→ -27	-23	1	-4	-1	3	4	22	-11
CC(=O)Oc1cccc(N2C(=O)C3CC=CCC3C2=O)c1 (stereo unspecified)
→ 89*	-28	10	13	3	5	-12	-12	12
CC(NC(=O)c1ccc(F)cc1)c1nc2ccccc2n1Cc1ccccc1F (stereo unspecified)
→ -8	-8	-6	10	-9	7	-13	-9	11
Cc1ccc(OCCNC(=O)c2ccco2)cc1C
→ -3	10	-2	19	1	5	-19	-3	-43
CCOC(=O)c1ccc(N2C(=O)C3C(C2=O)C(C(=O)c2ccc(Cl)cc2)N2CCCC32)cc1 (stereo unspecified)
→ -18	1	5	2	5	7	-1	-2	10
CC1CCN(S(=O)(=O)c2cccc(C(=O)Nc3ccccn3)c2)CC1
→ -187	3	0	-16	3[fluorescence artefact?]	8	17	1	4
O=C(NCCN1CCOCC1)c1csc2c1CCCCC2
→ -22	-51	13[fluorescence artefact?]	.	-7	3	.	10	-23
Nc1cc(Cl)nc(N/N=C/c2ccccc2[N+](=O)[O-])n1
→ -96	-8	.	-4	.	.	5	6	-4
CCCC(=O)NC(Nc1ccccc1F)C(Cl)(Cl)Cl (stereo unspecified)
→ -6	7	.	1	.	.	0	14	-5
Nc1nnc(SCCOc2cccc(Br)c2)s1
→ -5	-4	-10	-8	-8	10	9	5	1
CC(n1cnnn1)C12CC3CC(CC(C3)C1)C2 (stereo unspecified)
→ -29	-10	5	12	3	4	-10	5	-4
CCOC(=O)c1ccc(-n2c(N)c(C(=O)NCC3CCCO3)sc2=S)cc1 (stereo unspecified)
→ -9	5	6	3	-1	5	0	8	-10
CCOc1ccc(OCC)c(NC(=O)C2CCCN(S(=O)(=O)c3c(C)noc3C)C2)c1 (stereo unspecified)
→ -14	-35	-4	.	19	8	.	5	33
COc1ccc(OC)c(NC(=O)C2CCN(c3ncccn3)CC2)c1
→ 16	-20	17[fluorescence artefact?]	11	-3[fluorescence artefact?]	2	-10	14	23
Cc1ccc(NC(=O)CSc2nc(O)cc(=O)n2C)cc1
→ -9	-18	-4	.	-3	7	.	9	0
C=CCNC(=S)N1CCN(CCN=CC2=C(O)CC(c3ccco3)CC2=O)CC1 (stereo unspecified)
→ 93*	-10	7	3	4	0	-4	-7	7
CC(=O)c1c(C)[nH]c(C(=O)OCC(=O)NCCc2ccc(F)cc2)c1C
→ 0	-26	-3	-4	7	4	3	6	36
CCN1CCN(S(=O)(=O)c2ccc(Cl)c(C(=O)Nc3nnc(CC(C)C)s3)c2)CC1
→ 12	-3	0	-2	-6[fluorescence artefact?]	10	3	17	0
O=C(O)c1cc(-c2ccc(O)cc2)nc2ccccc12
→ -5	-3	.	9	.	.	-8	9	0
Cc1ccc2oc3nc(C)c(C(=O)Nc4cccc(C(F)(F)F)c4)cc3c(=O)c2c1
→ -10	-7	.	8	.	.	-10	10	-3
CCOC(=O)CSc1cc(=O)n(C)c2cc(Cl)ccc12
→ -4	-22	44[fluorescence artefact?]	-11	-18[fluorescence artefact?]	1	10	-1	34
CCN1CCN(c2cc(SC(C)C)nc(-c3ccc(OC)cc3)n2)CC1
→ -3	2	.	-2	.	.	3	14	-10
COC(=O)c1nc2n(n1)C(c1ccc(OC)c(OC)c1)C(C(=O)OC1CCCCC1)=C(C)N2 (stereo unspecified)
→ -1	-2	-5	0	10	7	0	4	-7
COc1ccc(-n2c(SC3CCOC3=O)nc3ccccc3c2=O)cc1OC (stereo unspecified)
→ -8	-14	-2	.	16	-1	.	0	3
O=C(NCc1ccccc1)c1cc2ccccc2o1
→ -20	9	15	4	1[fluorescence artefact?]	2	-6	-10	4
COc1ccc(C)cc1NC(=O)CSc1nnc(-c2ccc(Br)cc2)o1
→ 13	12	10[fluorescence artefact?]	1	18	5	2	9	2
COc1ccc(CNc2nc3ccccc3n2CCN2CCOCC2)cc1
→ 4	-18	10	-5	-12[fluorescence artefact?]	8	6	-6	2
Fc1ccc2c(c1)[C@H]1OCC[C@H]1[C@@H](c1ccco1)N2
→ -72	-6	25	15	-9	7	-22	-1	-4
CN(Cc1cccc(F)c1)C(=O)c1ccc(S(=O)(=O)C(F)F)cc1
→ -9	1	4	-2	-4	0	0	19	-24
CCn1cc(C2=NOC(C(=O)Nc3cccc(C(C)=O)c3)C2)c(C)n1 (stereo unspecified)
→ -30	3	0	.	2[fluorescence artefact?]	4	.	-2	1
Cc1ccc(C(=O)Nc2c(C)cc(-c3ccc(Cl)cc3)oc2=O)cc1
→ 20	12	.	12	.	.	-11	-16	-16
COc1cc(/C=N\Nc2nc3ccccc3o2)cc(OC)c1OC
→ -17	1	-4	10	-11	.	-4	-9	7

# The results go on.
# The line under a structure holds: IL1B cytotox	TNFa cytotox	Smad3 FoxH1 inh	sEH act	ERb coact inh	Calb biofilm kill	sEH inh	VCAM1 TNFa inh	F-actin modifier
Cn1ncc(C#N)c1/N=C/N1CCCCC1
→ -22	2	4	-7	-2	0	6	14	9
Cc1noc(C)c1C(=O)OCC(=O)NC(=O)NC12CC3CC(CC(C3)C1)C2
→ 29	10	8	-14	0	3	17	-10	-45
Nc1c(S(=O)(=O)c2cccs2)c2nc3ccccc3nc2n1/N=C/c1cccc(O)c1
→ -2	-9	8	9	24	1	-6	-7	37
CCc1cc2cc(C)cc(C)c2nc1SCC(=O)N1CCCC1
→ 95*	-12	1[fluorescence artefact?]	15	9[fluorescence artefact?]	4	-17	-5	18
Cc1[nH]c2ccccc2c(=O)c1SC(F)(F)C(F)C(F)(F)F (stereo unspecified)
→ -11	8	-4	1	-17	8	2	20	4
CN(C(=O)c1ccccc1Cl)C1CCCCC1
→ 18	14	-4	3	8	4	0	-6	-17
COc1ccc(C)cc1NC(=O)CN(C)S(=O)(=O)c1cccs1
→ 18	-20	13[fluorescence artefact?]	0	0	8	1	-22	11
CC(C)CN(CC(C)C)C1=N/C(=C\c2ccco2)C(=O)N1c1ccccc1
→ .	-28	.	10	.	.	-10	21	5
Cc1cc(C)n(C2CC(=O)N(c3ccccc3)C2=O)n1 (stereo unspecified)
→ -23	-2	-4	-3	35[fluorescence artefact?]	-1	3	-18	-1
CC(=O)c1c(C)n(-c2ccccc2)c2ccc(O)cc12
→ -5	4	5	-4	-10	-1	6	7	8
CCC(C)NS(=O)(=O)c1ccc(OCC(=O)NCc2cccnc2)cc1 (stereo unspecified)
→ 80*	-17	-8	-4	1	-2	3	-1	-11
Cn1c(=O)oc2cc(S(=O)(=O)N3CCC(C(=O)NCC4COc5ccccc5O4)CC3)ccc21 (stereo unspecified)
→ -3	-25	3	-30	-4	3	33	12	-5
CCOC(=O)CNC(=O)CSc1nc2ncc(Br)cc2[nH]1
→ -4	-11	0	1	4[fluorescence artefact?]	-4	-2	-3	53
CCOC(=O)C1=C(C)NC2=C(C(=O)CCC2)C1c1cn(Cc2ccc(Cl)cc2Cl)nc1-c1ccccc1 (stereo unspecified)
→ -55	-3	.	8	.	.	-7	1	-29
COCCNC(=O)c1ccc(Cn2c(=S)[nH]c3cc4c(cc3c2=O)OCO4)cc1
→ 14	-28	7	-4	-4	3	2	-5	39
CCOc1ccc(Nc2nc(Cc3nnc(SCC(=O)NCC4CCCO4)n3C)cs2)cc1 (stereo unspecified)
→ 0	-8	-1	1	2	-7	0	-13	-4
Cc1ccccc1NC(=O)Cc1cn(C)c2ccccc12
→ -12	-5	12	4	-3	6	-2	0	-20
CCn1c(C)c(C(C)=O)c(N2CCCC2)nc1=S
→ 15	-24	2	-1	-6[fluorescence artefact?]	9	1	-5	35
CCNC(=O)NC(=O)C(C)OC(=O)c1oc2ccc(OC)cc2c1C (stereo unspecified)
→ 4	4	.	15	.	.	-13	10	-14
Cc1cc(C(=O)CSc2nncs2)c(C)n1-c1c(C)n(C)n(-c2ccccc2)c1=O
→ -4	65	4	-12	5	10	12	21	6

# Bioassay records (PubChem)

# The list is partial, so the mix of outcomes need not match the whole.
